Screening data from PubChem BioAssay.
LmPK inh: inhibitors of Leishmania mexicana pyruvate kinase; purified LmPK, Kinase-Glo ATP luminescence, 1 h; AID 1721; 290,000 tested, 0.37% active; Q27686; Potency, µM (doses to about 57.5 µM), for the others: at the top dose activity change, negative = inhibition, most hits filed as inhibitors; further: potency means the concentration at half of the fitted maximal effect; on the % scale 0 is the no-effect control and ±100 the full control effect
Target sequence (Q27686 whole entry, looked up): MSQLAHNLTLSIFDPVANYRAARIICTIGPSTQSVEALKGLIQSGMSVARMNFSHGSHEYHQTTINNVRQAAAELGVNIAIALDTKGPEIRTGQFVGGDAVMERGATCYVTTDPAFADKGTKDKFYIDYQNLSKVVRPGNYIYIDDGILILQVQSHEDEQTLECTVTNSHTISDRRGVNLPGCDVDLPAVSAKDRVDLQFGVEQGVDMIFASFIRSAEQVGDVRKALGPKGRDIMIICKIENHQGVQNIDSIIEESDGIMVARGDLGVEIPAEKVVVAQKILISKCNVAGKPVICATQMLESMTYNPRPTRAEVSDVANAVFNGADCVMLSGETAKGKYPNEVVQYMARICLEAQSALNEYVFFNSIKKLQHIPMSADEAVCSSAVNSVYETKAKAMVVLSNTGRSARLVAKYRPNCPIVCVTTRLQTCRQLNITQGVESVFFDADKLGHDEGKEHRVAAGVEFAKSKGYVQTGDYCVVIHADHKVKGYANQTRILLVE
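Purified LmPK (0.1 nM) converted ADP (0.1 mM) to ATP with PEP (0.5 mM) in imidazole buffer pH 7.2 with KCl and MgCl2, 1 h at room temperature. ATP was read by Kinase-Glo luminescence; data normalized to uninhibited and no-enzyme controls.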
Cycloheximide cs: affects cycloheximide protein synthesis inhibition readout, counter-screen; cell reporter, cycloheximide protein synthesis inhibition counterscreen; max response, %; 300,000 tested, 12% active; in the data active means max response mostly above about 13%, no sharp cut-off; inactive means mostly below about 14%; further: read at 38.3 µM for the half of the compounds with a filed dose; 0% is about no effect
Shiga toxin inh: blocks Shiga toxin action in Vero cells; AID 2315; 290,000 tested, 9.2% active; Vero cells, Shiga toxin protein synthesis inhibition reporter; inhibition, % at 38.7 µM; in the data active means inhibition mostly above about 28%, no sharp cut-off; inactive means mostly below about 43%; further: 0% is about no effect
Tb PYK inh: T. brucei pyruvate kinase inhibition; AID 624173; Potency, µM (series often up to 76.8 µM), without a hit: top-dose activity, negative = inhibition, actives largely listed as inhibitors; Q57TT1; TbPYK enzyme, Kinase-Glo Plus ATP luminescence, 45 min; 410,000 tested, 0.12% active; further: potency means the concentration at half of the fitted maximal effect; on the % scale 0 is the no-effect control and ±100 the full control effect; nearly all actives have a fitted effect of over 50% in size
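In this concentration-response screen, enzyme-free wells defined baseline while DMSO plates tracked drift. Each reaction combined TbPYK, substrate, compound and 130 uM ADP for 45 min at room temperature. Kinase-Glo Plus luminescence gave the signal.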
Pf growth 48h: inhibits P. falciparum growth in the first generation, 48 h; P. falciparum luciferase growth in erythrocytes, 48 h; Potency, µM (highest dose often 28.7 µM), for the others: top-dose activity change, negative = inhibition, most hits filed as inhibitors; 310,000 tested, 5.9% active; AID 504832; further: potency means the concentration at half of the fitted maximal effect; on the % scale 0 is the no-effect control and ±100 the full control effect
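Firefly luciferase activity from engineered P. falciparum reports growth; inhibitors lower the luminescent signal. Cultures contained 2% hematocrit erythrocytes at 0.1% final parasitemia.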
Pf growth 96h: P. falciparum growth inhibition at 96 hour, primary screen for plastid delayed-death inhibitors | AID 504834 | 320,000 tested, 6.9% active | P. falciparum luciferase reporter growth, 96 h | Potency, µM (doses to about 28.7 µM), without a hit: at the top dose activity change, negative = inhibition, most hits filed as inhibitors; further: potency means the concentration at half of the fitted maximal effect; on the % scale 0 is the no-effect control and ±100 the full control effect
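Two parasite generations (96 h, 37 C, 5% CO2) of compound exposure in infected erythrocytes (0.05% parasitemia, 2% hematocrit). Luciferase-reporter P. falciparum; decreased luminescence indicates inhibited growth, aimed at apicoplast-acting delayed death.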
HCV inhibitor: inhibitors of hepatitis C virus infection; Huh7.5.1 HCVcc-Cre infection, luciferase reporter, 44 h; Potency, µM (top dose mostly 41.8 µM), for the others: top-dose activity change, negative = inhibition, actives largely listed as inhibitors; 340,000 tested, 3.4% active; further: potency means the concentration at half of the fitted maximal effect; on the % scale 0 is the no-effect control and ±100 the full control effect
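Cells seeded at 1,000/well and cultured 4 h, then compounds added followed by HCVcc-Cre virus (~0.5 moi). After 44 h further culture, luciferase substrate was added, plates held 15 min at room temperature, and luminescence read for 15 sec.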
Active calls of the source: *; u = inconclusive; x = no result given; & = joins results of further samples; [ ] = another dose, or the depositor's remark. Unless noted, the call rests on the fitted dose curve; in most records, active means well fitted curve in the direction sought with a large enough effect; inconclusive means small, poorly fitted or top-dose-only effect, or another doubt; inactive means no such curve, though single readings can be large; an effect the other way counts as inactive or inconclusive.

SMILES	LmPK inh	Cycloheximide cs	Shiga toxin inh	Tb PYK inh	Pf growth 48h	Pf growth 96h	HCV inhibitor
O=C1C(=O)N(CCN2CCOCC2)C(c2ccccn2)/C1=C(/O)c1ccc(F)cc1 (stereo unspecified)	7%	10	15	u	u	u	14%
CC(=O)Nc1cc[n+](CC(=O)c2ccc(Cl)cc2)cc1	0%	0	-8	0%	u	9.3µM*	u
N#Cc1c(NC(=O)COC(=O)C2CC3C=CC2C3)oc(-c2ccccc2)c1-c1ccccc1 (stereo unspecified)	1%	4	-4	7%	-88%	9.3µM*	1%&-12%
CCSc1cnn(-c2ccccc2)c(=O)c1SCC	4%	1	11	1%	x	27%	-24%
O=C(N/N=C/c1ccc(Cl)cc1)c1n[nH]c2c1CCCC2	-2%	41*	83*	3%	101%[activator]	57%[activator]	-11%
CN(Cc1ccccc1)C(=O)CCn1c(=O)oc2ccccc21	3%	11	3	-1%	x	-28%	3%
Cc1noc(C)c1S(=O)(=O)N1CCCC(C(=O)N2CCC(C)CC2)C1 (stereo unspecified)	4%	-3	28	4%	-23%	-27%	-1%
O=C(CN1C(=O)C(=O)c2ccccc21)OCN1C(=O)c2ccccc2C1=O	0%	-4	7	8%	u	6%	-4%
Cc1sc(NC(=O)C2CC=CCC2C(=O)O)c(C(=O)OC(C)C)c1C (stereo unspecified)	6%	-5	25	1%	21%	x	-5%
CCN(CC)c1ccc(N2C(=NC(=O)C3CC3)SC3CS(=O)(=O)CC32)cc1 (stereo unspecified)	3%	-1	1	-3%	26%	8%	11%
CCN(CC(=O)Nc1c(F)cccc1F)C(=O)c1cccnc1SC	-9%	-2	-37	-6%	7%	17%	25%
O=C(O)CCC(=O)Nc1ccc(Br)c(Cl)c1	-4%	-4	-6	-5%	6%	19%	12%
CCOc1cc(/C=C/C(=O)OCC(=O)NCCN2C(=O)CSC2=O)ccc1OCC(C)C	x	x	x	0%	15µM*	u	u
CSc1ccccc1C(=O)Nc1ccccc1C	2%	-3	-5	-5%	-3%	u	25%
CC(=O)OCC1=C(C(=O)O)N2C(=O)[C@@H](NC(=O)CSc3ccncc3)[C@@H]2SC1	x	x	x	2%	-3%	u	x
O=C(NCc1cccs1)C1CCCN1C(=O)Nc1cccc(Cl)c1 (stereo unspecified)	10%	-5	-7	-1%	u	52%[activator]	3%
Cc1cc(N2CCCC2=O)cc(C)c1S(N)(=O)=O	0%	-1	-7	4%	1%	x	2%
CNc1c(NS(=O)(=O)c2ccc(Cl)cc2)c(=O)oc2ccccc12	-2%	6	-3	2%	7%	17%	11%
CCOC(=O)N1CCN(C(=O)c2ccc3c(c2)NC(=O)/C(=C\c2cccc(C)c2)S3)CC1	-6%	-2	10	-4%	u	u	u
CC(=O)OC(C(=O)NC1CCCCC1)c1ccc(Cl)cc1 (stereo unspecified)	-4%	-3	3	-6%	x	x	-19%
Cc1ccc(C)c(NC(=O)Nn2cnnc2)c1	7%	-2	-8	1%	18%	u	-5%
CC1CC(C)CN(CCCNC(=O)CN2C(=O)c3cccnc3Oc3ccccc32)C1 (stereo unspecified)	2%	19	14	2%	23%	-1%	10%
O=C(NNC(=O)c1ccc(O)c(Cl)c1)c1cccc(S(=O)(=O)N2CCOCC2)c1	x	x	x	3%	-1%	38%[activator]	13%
Cc1ccc(C(=O)Oc2ccc(N3C(=O)CCC3=O)c(C)c2)cc1	3%	10	7	-1%	-5%	30%[5.75 µM]	-5%
O=C(Cc1ccc(Cl)cc1)NC(=S)Nc1ccccc1N1CCOCC1	5%	-1	24	2%	-6%	86%[activator]	u
O=C(Nc1ccccc1)C1C2/C=C\CCCCC21 (stereo unspecified)	3%	19*	43*	-1%	5%	-10%	9%
COc1ccccc1N1CCN(C(=O)Cn2c(=O)[nH]c3ccsc3c2=O)CC1	-4%	-1	-9	0%	x	-4%	u
CC(Sc1nc2ccccc2c(=O)n1C)C(=O)NC1CCCCC1C (stereo unspecified)	x	x	x	-1%	u	6%	1%
COc1ccccc1/C=C/c1nc(S(=O)(=O)c2ccccc2)c(N2CCC(C(N)=O)CC2)o1	5%	12	5	5%	-5%	u	u
O=C(NCc1ccccc1)c1ccc(C(=O)N(C2CCCCC2)C2CCCCC2)cc1	-14%	1	-12	-2%	x	9.3µM*	u
CC(C)COC(=O)N1CCCC1C(=O)Nc1nccs1 (stereo unspecified)	2%	0	9	-1%	-20%	x	6%
COc1ccc(C(=O)COC(=O)CN2C(=O)C3C4CCC(C4)C3C2=O)cc1 (stereo unspecified)	0%	-1	-6	3%	16%	76%[activator]	14%
CSc1cccc(NC(=S)N(CCC(C)C)C2CCN(C(C)=O)CC2)c1	1%	-7	26	3%	0%	-30%	-3%
S=c1[nH]nc(-c2cc(-c3ccsc3)n[nH]2)n1-c1cccc2ccccc12	-11%	-5	-7	u	-14%[5.75 µM]	52%[activator]	-10%
Cc1ccc(NC(=S)Nc2ccc(Br)cc2)cc1	4%	23	17	3%	33%[activator]	u	-30%
CC1=CC(C)(C)N2C(=O)C3(C(C#N)=C(N)OC4=C3C(=O)CC(C)(C)C4)c3cc(C)cc1c32 (stereo unspecified)	1%	8	-9	-15%	x	13µM*	13%
CCn1cc(C(=O)NC2CCCCCC2)c(=O)c2ccc(C)nc21	8%	-2	x	5%	u	-5%	19%
CC1(c2cccc3ccccc23)NC(=O)N(CC(=O)NC2CCS(=O)(=O)C2)C1=O (stereo unspecified)	-3%	-4	-5	-6%	5%	-30%	4%
CSCC[C@H](NC(=O)[C@H]1CC[C@H](CNC(=O)[C@@H]2CCCN2)CC1)C(=O)O	10%	-1	-4	0%	x	8%	21%
O=C(c1cccc(S(=O)(=O)N2CCc3ccccc32)c1)N1CCN(c2ccccn2)CC1	-1%	6	-10	1%	-5%	u	u

A draw from above in order of SMILES length, lowest first.
SMILES	LmPK inh	Cycloheximide cs	Shiga toxin inh	Tb PYK inh	Pf growth 48h	Pf growth 96h	HCV inhibitor
O=C(O)CCC(=O)Nc1ccc(Br)c(Cl)c1	-4%	-4	-6	-5%	6%	19%	12%
Cc1cc(N2CCCC2=O)cc(C)c1S(N)(=O)=O	0%	-1	-7	4%	1%	x	2%
CCN(CC(=O)Nc1c(F)cccc1F)C(=O)c1cccnc1SC	-9%	-2	-37	-6%	7%	17%	25%

More results follow:
SMILES	LmPK inh	Cycloheximide cs	Shiga toxin inh	Tb PYK inh	Pf growth 48h	Pf growth 96h	HCV inhibitor
O=C(Cn1ccc([N+](=O)[O-])n1)Nc1ccccn1	5%	1	15	5%	71%[activator]	0%	21%
CCOC(=O)C1=C(CN2CCN(C(=O)c3ccco3)CC2)NC(=O)NC1c1ccc(OC)cc1 (stereo unspecified)	-4%	4	-8	-10%	u	7%	-10%
FC(F)(F)C(F)(F)C(F)(F)c1nnc2ccc(N3CCOCC3)nn12	3%	-1	-20	-2%	-21%	4%	u
COc1ccc(C(=O)NNC2=Nc3cccc4cccc2c34)cc1	2%	1	-17	-1%	u	-2%	u
COC(=O)CNC(c1ccccc1)c1cc(Br)ccc1NC(=O)OCc1ccccc1 (stereo unspecified)	-5%	13	9	-2%	u	u	u
O=C(COC(=O)/C=C/c1ccco1)NC1CCCCC1	x	x	x	-1%	-18%	-12%	18%
COc1ccc(C(CNC(=O)C(C)(C)Oc2ccc(Cl)cc2)N2CCCCC2)cc1 (stereo unspecified)	0%	-3	12	2%	-15%	-27%	1%
Nc1cc(C(=O)O)ccc1N1CCCCCC1	3%	-3	-17	-3%	21%	x	5.6µM*
COC(=O)Nc1ccc(S(=O)(=O)N2CCCC(C(=O)N3CC(C)OC(C)C3)C2)cc1 (stereo unspecified)	3%	-2	9	5%	-1%	1%	-1%
O=C(c1cccc(F)c1)N1CCN(Cc2ccc3c(c2)OCO3)CC1	7%	5	x	7%	u	19%	1%
O=C(Nc1ccc(-c2csc(Nc3cccc(C(F)(F)F)c3)n2)cc1)c1ccccc1	-4%	-3	0	6%	u	u	u
Cc1c(C=C2C(=O)N(C)C(=S)N(C)C2=O)c2ccccc2n1CC(=O)NCC1CCCO1 (stereo unspecified)	-8%	1	-9	u	u	12µM*	4%
O=C(Cc1ccccc1F)Nc1ccccc1N1CCCC1	-13%	1	-16	-3%	2%	u	-4%
COc1ccc(NC(=O)c2ccc3c(c2)NC(=O)CS3)cc1S(=O)(=O)Nc1ccc(Br)cc1	0%	0	9	-1%	-28%	-20%	u
COc1ccc(NC(=S)N(CCN2CCOCC2)C2CCN(C(C)=O)CC2)cc1Cl	1%	-2	19	-5%	-2%	u	6%
Cc1cccc(C(=O)NCCC(=O)Nc2ccc(F)c([N+](=O)[O-])c2)c1	0%	-5	-12	-3%	-22%	-24%	-8%
COc1ccccc1OCC(=O)NCCSCc1ccccc1Cl	1%	13	-44	-19%	u	22%	10%
O=C(Cn1c(=O)oc2ccccc21)Nc1n[nH]c(=S)s1	9%	-2	-11	u	26%	-2%	8%
OCCn1c(-c2ccc3c(c2)OCO3)csc1=Nc1ccccc1	5%	37*	46*	3%	-7%	4%	u
Brc1ccc2nc(CSc3ncn[nH]3)cn2c1	0%	16*	84*	-4%	71%[activator]	51%[activator]	18%

Random excerpt: 5 records from the list.
SMILES	LmPK inh	Cycloheximide cs	Shiga toxin inh	Tb PYK inh	Pf growth 48h	Pf growth 96h	HCV inhibitor
COc1ccc(C(=O)COC(=O)CN2C(=O)C3C4CCC(C4)C3C2=O)cc1 (stereo unspecified)	0%	-1	-6	3%	16%	76%[activator]	14%
Cc1cccc(C(=O)NCCC(=O)Nc2ccc(F)c([N+](=O)[O-])c2)c1	0%	-5	-12	-3%	-22%	-24%	-8%
O=C(Cc1ccccc1F)Nc1ccccc1N1CCCC1	-13%	1	-16	-3%	2%	u	-4%
CC(=O)Nc1cc[n+](CC(=O)c2ccc(Cl)cc2)cc1	0%	0	-8	0%	u	9.3µM*	u
CC1CC(C)CN(CCCNC(=O)CN2C(=O)c3cccnc3Oc3ccccc32)C1 (stereo unspecified)	2%	19	14	2%	23%	-1%	10%

More structures follow:
SMILES	LmPK inh	Cycloheximide cs	Shiga toxin inh	Tb PYK inh	Pf growth 48h	Pf growth 96h	HCV inhibitor
COc1ccc(C2=Nn3c(nnc3C3CCCCC3)SC2)cc1OC	2%	5	-8	-2%	x	4.7µM*	u
CCOC(=O)C1CCN(C(=O)COC(=O)CCOc2ccc(C)cc2)CC1	2%	12	-19	2%	12%	47%[activator]	3%
CC(C)Cn1c(N)c(C(=O)COC(=O)CCNS(=O)(=O)c2ccccc2)c(=O)n(C)c1=O	x	x	x	-3%	15%	4%	u
O=C(c1n[nH]c(=O)c2ccccc12)N1CCN(c2ccc(F)cc2)CC1	1%	-2	-18	2%	9%	9%	-2%
N=c1ncn(CC(O)CO)c2nc(N3CCOCC3)[nH]c12 (stereo unspecified)	2%	-1	-11	11%	x	28%	20%
O=C(CSc1nnc(-c2ccccc2)n1-c1ccccc1)NCc1ccco1	8%	-1	44	-1%	-9%	61%[activator]	6%
CCOC(=O)C1=C(N)Oc2cc(O)ccc2C1c1ccc(Br)cc1 (stereo unspecified)	2%	0	10	1%	0%	u	3%
Cc1c(NC(=O)/C(C#N)=C/c2ccc(-c3cccc(Cl)c3)o2)c(=O)n(-c2ccccc2)n1C	-1%	-2	-7	-8%	13%	0%	u
CC(NC(=O)c1ccccc1NS(=O)(=O)c1ccc(CCC(=O)O)cc1)c1ccccc1 (stereo unspecified)	4%	-3	-3	4%	u	5%	x
